Screening results (PubChem BioAssay)
EBNA-1 inhibitor: EBNA-1 DNA-binding inhibitors, primary screen, biochemical, fluorescence polarization | inhibition, % at 14.8 µM | hit rate 0.34% among 300,000 | AID 1950, 2009; in the data active = inhibition above about 28%
MEX-5 binding: MEX-5 zinc finger RNA-binding disruptors – biochemical, C. elegans, fluorescence polarization, MLPCN library, primary screen. Zinc finger protein mex-5 (Caenorhabditis elegans), Q9XUB2. MEX-5/FITC-TCR2 RNA binding; hits give low values. activity score (negative = inhibition of binding), % at 10 µM. hit rate 0.38% among 300,000. AID 1832, 2009;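 active = inhibition past about -25% in most replicates, and total fluorescence under double the plate's negative control median, limit read from the data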;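 also: 0% = DMSO and -100% = 5 µM competing unlabeled TCR2 RNA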
Efflux pump inh: inhibitors of Candida efflux pumps in yeast, primary screen, S. cerevisiae, Nile Red, multiplex | S. cerevisiae Candida pump triplex | inhibition, % at 10 µM | hit rate 0.44% among 330,000 | AID 485275, 2010;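 active = plate passing quality check with inhibition over a set limit, or well fluorescence over plate mean plus 4 SD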;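 also: Nile Red retained in pooled yeast measured as flow cytometry median fluorescence; 0% = buffer negative control and 100% = Enniatin B positive control; higher means more Nile Red kept so more efflux inhibition; some compounds called inactive have numbers as strong as hits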
Fam108B inh: mouse Fam108B serine hydrolase inhibitors, primary screen, counter-screen for RBBP9 inhibitor project, biochemical, fluorescence polarization; AID 1947, 2009; recombinant Fam108B, FP-Rh probe fluorescence polarization; hit rate 0.33% among 300,000; inhibition, % at 9.51 µM;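 active = inhibition above the screen mean inhibition plus 3 SD, computed separately per campaign, cut at about 18% in these data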;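 also: inhibitors lower polarization as less probe binds the enzyme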
MCL1 BIM primary: inhibitors of MCL1 binding to BIM-BH3, primary screen, biochemical, fluorescence polarization; Induced myeloid leukemia cell differentiation protein Mcl-1 (Homo sapiens), Q07820; GST-MCL1 / FITC-Bim-BH3 fluorescence polarization; inhibition, % at 10.9 µM; hit rate 0.68% among 320,000; AID 2057, 2009;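 active = inhibition above the mean inhibition of all tested compounds plus 3 SD, set per campaign, cut at about 40% in these data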;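 also: 0% = DMSO wells and 100% = unlabeled Bim-BH3 peptide control; higher means more loss of mP so more displacement of Bim peptide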
GLD-1 TGE inh: GLD-1/TGE RNA complex disruptors, primary screen, biochemical, fluorescence polarization; Female germline-specific tumor suppressor gld-1 (Caenorhabditis elegans), Q17339; purified GLD-1 + fluorescein TGE RNA; inhibition, % at 5.96 µM; hit rate 0.44% among 320,000; AID 2280, 2010;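 active = percent inhibition above a per-plate cutoff, the plate mean of test compounds plus 3 SD, cut at about 30% in these data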;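 also: 0% = DMSO wells with GLD-1 and probe and 100% = wells lacking GLD-1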
Target sequence (Q17339 whole entry, looked up): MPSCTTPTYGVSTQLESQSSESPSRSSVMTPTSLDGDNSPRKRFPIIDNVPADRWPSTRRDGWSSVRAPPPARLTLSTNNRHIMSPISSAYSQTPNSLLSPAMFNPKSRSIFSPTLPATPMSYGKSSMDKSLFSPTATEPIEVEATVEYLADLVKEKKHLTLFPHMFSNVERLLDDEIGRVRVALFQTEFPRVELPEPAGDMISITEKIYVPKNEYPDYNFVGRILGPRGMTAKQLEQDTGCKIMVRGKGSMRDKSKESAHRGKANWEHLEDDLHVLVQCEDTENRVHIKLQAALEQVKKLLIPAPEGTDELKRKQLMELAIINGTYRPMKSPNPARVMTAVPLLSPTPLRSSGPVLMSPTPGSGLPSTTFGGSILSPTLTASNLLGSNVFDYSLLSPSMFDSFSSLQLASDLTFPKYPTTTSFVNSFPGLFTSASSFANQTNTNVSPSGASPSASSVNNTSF
BCLXL inh: inhibitors of human Bcl-xL, primary screen, biochemical, fluorescence polarization, HTS; GST-Bcl-xL / FITC-Bim BH3 peptide fluorescence polarization; AID 2129, 2009; Bcl-2-like protein 1 (Homo sapiens), Q07817; hit rate 0.7% among 320,000; inhibition, % at 10.9 µM;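 active = inhibition above the mean of all tested compounds plus 3 SD, cutoff set per campaign, cut at about 30% in these data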;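 also: 0% = DMSO wells and 100% = unlabeled Bim-BH3 peptide competitor; inhibitors lower millipolarization by displacing the labeled peptide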
Target sequence (Q07817 whole entry, looked up): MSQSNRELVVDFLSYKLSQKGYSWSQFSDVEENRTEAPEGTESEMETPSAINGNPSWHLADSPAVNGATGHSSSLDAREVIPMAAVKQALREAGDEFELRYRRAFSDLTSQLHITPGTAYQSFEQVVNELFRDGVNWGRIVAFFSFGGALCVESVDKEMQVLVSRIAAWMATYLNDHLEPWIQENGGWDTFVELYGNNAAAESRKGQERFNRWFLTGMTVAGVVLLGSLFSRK
ZTA counter: blocks Epstein-Barr virus ZTA, an EBNA-1 counter-screen | hit rate 0.15% among 320,000 | ZTA-DNA binding, fluorescence polarization | AID 2234 | inhibition, % at 11 µM; in the data active = inhibition above about 33%
Target sequence (P03206 whole entry, looked up): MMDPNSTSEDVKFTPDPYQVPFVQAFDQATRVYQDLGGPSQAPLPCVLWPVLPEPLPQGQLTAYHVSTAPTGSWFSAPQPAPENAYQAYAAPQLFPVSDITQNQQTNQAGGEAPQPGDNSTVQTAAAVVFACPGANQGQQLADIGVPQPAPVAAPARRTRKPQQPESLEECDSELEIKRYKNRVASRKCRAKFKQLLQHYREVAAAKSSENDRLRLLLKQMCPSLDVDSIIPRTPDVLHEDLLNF
Yeast superoxide: reduction of superoxide in aged yeast, primary screen, HTS; S. cerevisiae aged cells, superoxide DHE fluorescence; hits give low values; superoxide response (% of plate mean), % at 10 µM; hit rate 0.18% among 330,000; AID 2690, 2010;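 active = superoxide response under a set limit, about three screen SD below normal, cut at about 65% in these data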;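 also: yeast aged for seven days with compound at 30 °C before DHE staining; 100% = average MFI of all compound-treated wells on the plate with controls excluded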
* marks the source's active call; other numbers are inactive results; nt = not tested or not shown; & = joins results of further samples.

SMILES	EBNA-1 inhibitor	MEX-5 binding	Efflux pump inh	Fam108B inh	MCL1 BIM primary	GLD-1 TGE inh	BCLXL inh	ZTA counter	Yeast superoxide
CCNc1nc(Cl)nc(NC2CCCCC2)n1	2	0.5	0.0	-2	4	4	3	-2	96
Nc1nc(C23CC4CC(CC(C4)C2)C3)[nH]c(=O)n1	-1	1.0	0.0	-2	0	2	4	-8	98
O=C(N/N=C/c1cccs1)c1cncc(Br)c1	-7	-1.2	0.0	1	11	1	2	-3	72
O=C(/C=C/Nc1ccccc1F)c1ccc(Br)cc1	-8	0.4	-0.3	0	-8	4	-2	0	93
Cc1ccc(N=C(NOCc2ccc(Cl)cc2Cl)c2nonc2N)c(C)c1	-2	1.3	-0.1	-13	0	7	2	-3	99
Cc1cc(C[n+]2cc(Cl)ccc2N)c2ncccc2c1	-3	0.8	-0.1	-1	-3	1	3	-12	94
CN(C(=O)Nc1ccccc1)C1CCCc2ccccc21 (stereo not given)	-2	0.3	-0.1	1	-4	0	-1	21	81
O=c1cc2c(nn1Cc1ccccc1)-c1ccccc1CC2	-4	3.4	0.1	8	-1	1	3	-4	103
COc1ccc(C)cc1NC(=O)C/C(C)=N/NC(=O)Cc1cccc2ccccc12	-11	1.1	0.1	-3	-1	-5	-3	-5	104
CCn1c(CSCc2ccc(Cl)cc2)n[nH]c1=S	0	2.7	-0.3	0	-1	8	-11	0	99
CCn1c(SCC(=O)Nc2cc(C)on2)nnc1-c1cccnc1	4	-1.2	-0.4	6	12	9	9	20	119
O=C(CCCN1C(=O)c2cccc3cccc(c23)C1=O)N1CCN(c2ccccc2)CC1	-19	1.2	0.8	-7	5	5	7	-5	101
O=C(Nc1ccccc1)Nc1ccc2ncoc2c1	11	-0.1	-0.1	4	0	6	2	10	89
Clc1ccc(OCCCN2CCCCC2)c(Br)c1	9	2.4	-0.1	-3	5	4	3	-19	105
CCc1ccc2nc(NC(=O)CCCc3cccs3)sc2c1	-6	0.2	0.2	5	3	-1	8	0	98
CN(c1ccc([N+](=O)[O-])cc1/C=N/NC(=O)COc1ccccc1)C1CCCCC1	3	-0.4	-0.3	6	7	1	5	26	96
COCc1cc(CN2CCN(Cc3ccsc3)C(CCO)C2)ccc1OC (stereo not given)	0	-1.1	0.0	2	5	10	4	-10	93
N#CC1=C(S)N(c2ccccc2)C(c2ccc(-c3ccccc3Cl)o2)NC1=O (stereo not given)	1	0.6	1.1	-3	-3	0	-9	-5	112
Cc1cccc(-n2nnc3c(=O)n(Cc4ccccn4)cnc32)c1	0	-0.3	0.0	2	-5	-4	-1	-22	90
O=C(CN1CCN(c2ccc(F)cc2)CC1)Nc1ccccc1Br	2	-0.1	-0.1	0	-1	-4	4	-7	98
CCCCC(=O)NNC(=S)NC(=O)c1ccc([N+](=O)[O-])cc1	-6	-9.9	0.1	1	8	11	10	-7	118
CCCOC(=O)CSC1=C(C#N)C(c2ccc3c(c2)OCO3)CC(=O)N1 (stereo not given)	3	-0.5	0.0	-1	5	0	5	3	104
CCC(C)NC(=O)CO/N=C/c1ccccc1OC(F)F (stereo not given)	0	-2.1	0.6	-7	0	-2	-2	-2	92
Cc1c(S(=O)(=O)N2CCN(C(c3ccccc3)c3ccccc3)CC2)c(=O)n(C)c(=O)n1C	-1	1.0	0.1	0	0	-4	-4	-5	141
CC(=O)NC1(C(F)(F)F)N=C(c2ccccc2)NC1=O (stereo not given)	-11	-3.1	1.3	-1	6	-3	0	-13	100
Cc1ccccc1Nc1nc(N)nc(COC(=O)c2cccn2C)n1	-4	-0.4	-0.1	5	-2	3	-6	-12	92
O=C(O)CN1C(=O)C(=O)N(Cc2ccc(Cl)cc2Cl)C1=O	-9	-0.6	0.1	2	-9	1	4	-4	111
O=C(NCc1ccco1)C(C(=O)c1ccccc1)n1ccccc1=O (stereo not given)	11	0.4	-0.1	1	-9	1	4	12	96
COc1ccc(-n2nnc3c(=O)n(CC(=O)N4CCCCC4)cnc32)cc1	-4	0.8	0.0	5	-7	-7	2	4	114
CCOC(=O)/C(C#N)=C/c1cn(CCC(=O)O)nc1-c1cccc(Cl)c1	5	2.0	-0.1	-2	-5	0	-1	0	121
CNC(=S)N(CCO)Cc1cc2cc3c(cc2[nH]c1=O)OCO3	-3	0.8	-0.1	0	7	-1	3	-7	84
CCN(CC(=O)Nc1c(F)cccc1F)C(=O)CCc1nc2sc3c(c2c(=O)[nH]1)CCCC3	7	0.5	-0.1	1	33	-6	0	-5	103
Cc1ccc(NC(=O)CN(C)C(=O)c2ccc(NC(=O)CC3SC(N4CCCC4)=NC3=O)cc2)cc1 (stereo not given)	2	1.4	0.0	-4	-2	-1	1	-11	101
Cc1ccsc1C(=O)OCC(=O)N1CCOCC1	-12	0.9	-0.1	2	3	8	1	-13	105
S=C(Nc1ccccc1)Nc1cccc(Br)c1	-4	1.3	0.1	0	24	2	-1	-4	131
O=c1oc(-c2cccc(C(F)(F)F)c2)nn1-c1ccc(C(F)(F)F)cn1	1	-1.0	-0.1	-2	-6	7	-1	-5	109
O=c1oc2cc(Oc3ccc(C(F)(F)F)cc3[N+](=O)[O-])ccc2c2c1CCCC2	10	-0.3	-0.1	-1	4	-2	4	-8	90
OC(COCc1ccc(Cl)cc1)CN1CCc2ccccc2C1 (stereo not given)	5	0.6	0.0	-2	4	0	5	-3	94
C(=C\c1ccccc1)/C=N/N1CCN(c2ccccn2)CC1	3	1.3	-0.2	4	-5	2	4	10	97
CCn1nc(C(=O)OCC(=O)NCC(C)C)c2ccccc2c1=O	1	2.4	-0.2	-1	-8	7	-4	-10	97

The final 2 compounds of the part above lead into the next:
SMILES	EBNA-1 inhibitor	MEX-5 binding	Efflux pump inh	Fam108B inh	MCL1 BIM primary	GLD-1 TGE inh	BCLXL inh	ZTA counter	Yeast superoxide
C(=C\c1ccccc1)/C=N/N1CCN(c2ccccn2)CC1	3	1.3	-0.2	4	-5	2	4	10	97
CCn1nc(C(=O)OCC(=O)NCC(C)C)c2ccccc2c1=O	1	2.4	-0.2	-1	-8	7	-4	-10	97
O=C(Nc1ccc2c(c1)OCCO2)C1CCCN(S(=O)(=O)Cc2ccccc2)C1 (stereo not given)	-5	-0.9	0.0	-3	7	11	7	-1	103
Cc1cc(NC(=O)COC(=O)CCNS(=O)(=O)c2cccc(C(F)(F)F)c2)no1	-2	0.1	-0.1	-2	8	8	5	9	102
Cc1ccc(/C=C/C(=O)NCCc2ccccc2)o1	14	2.1	-0.1	-1	9	0	15	8	101
CCc1ccc2c(CN3CCc4cc(OC)c(OC)cc4C3)cc(=O)oc2c1	5	-3.1	0.3	-1	9	-3	0	3	103
Cc1ccc(-n2c(C)nc3ccsc3c2=O)cc1	3	nt	0.3	-5	-8	-4	-3	-1	102
Cc1cc(OCC(=O)Nc2ccc(F)c(F)c2)nc(C(C)C)n1	-9	2.3	0.0	-2	0	1	-3	-6	81
O=C(O)/C=C/C(=O)NCCCc1ccccc1	-4	-2.1	0.1	-3	-9	0	-15	-12	89
Cc1cc(C)c(-n2nnnc2SCC(=O)c2cccs2)c(C)c1	0	-3.6	-0.1	-1	3	4	2	-7	87
CCNC(=S)Nc1ccc(S(=O)(=O)Nc2cc(C)nc(C)n2)cc1	-7	2.6	0.0	3	9	-9	8	-4	101
COc1ccc2cc3c(N)nn(C(=O)Cc4c[nH]c5ccccc45)c3nc2c1	-6	1.2	0.4	7	-1	16	9	-2	101
O=C(COC(=O)/C=C/c1ccc(Cl)cc1)NC(=O)NCc1ccccc1	nt	nt	0.2	nt	-4	6	-7	6	112
COC(=O)CCS(=O)(=O)c1ccc(Cl)cc1	5	2.5	0.0	1	4	1	-2	3	96
Cc1onc(-c2ccccc2)c1C(=O)N1CCN(C)CC1	2	0.1	-0.1	1	10	0	4	-6	93
CN(C)/C=N/c1nc2nccc(-c3ccc(Cl)cc3)n2n1	-7	-1.1	0.3	-1	1	3	5	4	104
COc1cc(SC)ccc1C(=O)Nc1ccccc1	7	2.3	0.0	2	0	0	5	3	84
COc1cccc(CNC(=O)CN2CCC(c3nc4ccc(C)cc4[nH]3)CC2)c1	5	2.9	0.1	-4	-1	3	4	2	99
COc1ccccc1CCC(=O)N(C)C1CCCN(Cc2ccccc2F)C1 (stereo not given)	3	0.9	-0.1	2	8	3	-1	-3	108
Cc1ccc(CNC(=O)Cn2cnc(S(=O)(=O)N3CCC(C)CC3)c2)o1	-4	-2.2	0.3	0	-2	7	4	-12	102
CCCCCCC[N+](CC)(CC)CCCCc1ccc(Cl)cc1	-8	nt	0.1	4	-4	3	2	-7	108
O=C(Cn1[nH]c(=O)c2ccccc2c1=O)OCC(=O)N1CCc2ccccc2C1	-8	0.8	-0.2	2	2	7	3	-2	99
COc1ccc(CC/C(=N\O)C2(O)CCCCC2)cc1	-4	1.4	0.0	-3	6	-1	5	-1	97
CCCCCN(C(=O)CCC(=O)OCC(=O)Nc1cccc(SC)c1)c1c(N)n(CCCC)c(=O)[nH]c1=O	10	-3.4	0.0	-2	-10	4	-4	-14	90
COc1ccc(Cl)cc1C(=O)CSc1nnnn1C	1	1.1	-0.1	4	-10	1	-5	-1	85
CN(C)CCCNc1c2ccccc2nc2ccccc12	-7	2.7	0.2	0	7	-1	14	6	125
CCc1nnc(N2C(=O)c3ccccc3C2(O)c2ccccc2)s1 (stereo not given)	4	-1.0	0.0	6	0	3	1	16	102
CC(C)CN1CCN(Cc2nc(C(C)C)cs2)CC1CCO (stereo not given)	5	-2.3	0.0	0	2	6	6	2	96
COc1ccc(CCNC(=O)CSCc2ccc(F)cc2)cc1OC	3	-0.2	0.0	2	11	6	13	15	114
CCCCN(C)CCN1C(=O)C2C(C(=O)Nc3ccc(Cl)cc3)C3C=CC2(O3)C1C(=O)NC1CCCCC1 (stereo not given)	14	-0.1	-0.2	-3	-8	-1	2	-3	98
COc1ccc(-c2cc3cc(OC)c(OC)cc3cn2)cc1OC	-2	1.8	0.5	-1	3	4	7	10	94
COc1ccc(OC)c(C(=O)c2ccc(C(=O)N3CCN(Cc4csc(C)n4)CC3)cc2)c1	-13	-0.8	0.2	-1	-3	-1	-1	-3	109
COc1ccc(CC(=O)O)cc1O	10	-1.9	nt	6	0	1	3	0	nt
COc1ccc(Nc2ccc(N3C(=O)CC(C)C3=O)cc2[N+](=O)[O-])cn1 (stereo not given)	11	-12	-0.1	-1	42*	38*	42*	20	103
COC(=O)Cc1c(C)nc2nc(NCc3ccccc3OC)[nH]n2c1=O	-11	-0.2	0.0	2	4	-1	2	-5	106
C=CCN(c1ccc(C(=O)Nc2ccc(NC(C)=O)cc2)cc1)S(C)(=O)=O	2	0.2	0.1	-2	-5	-5	-1	-1	96
Cc1ccccc1N1C(=S)NC2c3ccccc3OC1(C)C2C(=O)N(C)C (stereo not given)	6	2.0	0.1	-7	6	-1	2	-11	92
COc1ccc2nc(C)cc(SCC(=O)O)c2c1	-14&-15	-0.4&0.9	0.1&0.0	1&4	-2&7	5&7	1&9	-10&-3	100&90
